Assay outcomes deposited in PubChem by several laboratories.
PTPN22 inh 2 = inhibitors of human LYP (PTPN22) phosphatase; actives 0.21% (n = 96,000); recombinant LYP catalytic domain, DiFMUP fluorescence; inhibition, % at 2 µM; Q9Y2R2;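 active = inhibition at 2 µM at or above a set limit, the screen mean plus 3 SD, cut at about 24% in these data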;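 note: 0% = DMSO with enzyme and 100% = enzyme fully blocked by orthovanadate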
HIV Rev-RRE inh = disrupts HIV-1 Rev binding to RRE RNA. P05866. actives 0.79% (n = 97,000). inhibition, % at 8 µM. Rev peptide-RRE RNA binding, FRET;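 active = inhibition above the screen-wide mean plus 3 SD, cut at about 35% in these data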;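 note: 0% = median DMSO wells and 100% = median Neomycin B control wells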
Target sequence (P05866 whole entry, looked up): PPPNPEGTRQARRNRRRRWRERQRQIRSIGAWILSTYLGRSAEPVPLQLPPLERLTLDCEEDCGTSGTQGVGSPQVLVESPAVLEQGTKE
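Assay system: labelled RRE RNA duplex and labelled Rev peptide / Medium: HEPES pH 7.5 salt buffer with EDTA / Reagent: labelled Rev peptide / Schedule: 5 + 15 min at 25 °C / Signal: FRET, excitation 480 nm, emission 540 nm donor and 671 nm acceptor / Benchmarks: DMSO and neomycin B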
FAK inh = FAK (human) kinase inhibition; Q05397; biochemical FAK kinase activity assay; inhibition, %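 (tested at 7 µM)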; actives 0.84% (n = 97,000); in the data active = inhibition above about 19%;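 note: 0% = DMSO and 100% = reference compound high control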
Pyk2 oligo antag = Pyk2 (human) oligomerization antagonism. Q14289. Q293 cells, Pyk2 FERM NanoBiT luminescence; active compounds read low. z-score (the deposit names both 25 µM and 10 µM). actives 0.83% (n = 99,000). AID 1347419;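 active = Z-score of -3 or lower, scaled per plate to the spread of control and sample wells; inactive = z-score above -3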;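 note: negative z-score means lost luminescence so less FERM oligomerization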
Target sequence (Q14289 whole entry, looked up): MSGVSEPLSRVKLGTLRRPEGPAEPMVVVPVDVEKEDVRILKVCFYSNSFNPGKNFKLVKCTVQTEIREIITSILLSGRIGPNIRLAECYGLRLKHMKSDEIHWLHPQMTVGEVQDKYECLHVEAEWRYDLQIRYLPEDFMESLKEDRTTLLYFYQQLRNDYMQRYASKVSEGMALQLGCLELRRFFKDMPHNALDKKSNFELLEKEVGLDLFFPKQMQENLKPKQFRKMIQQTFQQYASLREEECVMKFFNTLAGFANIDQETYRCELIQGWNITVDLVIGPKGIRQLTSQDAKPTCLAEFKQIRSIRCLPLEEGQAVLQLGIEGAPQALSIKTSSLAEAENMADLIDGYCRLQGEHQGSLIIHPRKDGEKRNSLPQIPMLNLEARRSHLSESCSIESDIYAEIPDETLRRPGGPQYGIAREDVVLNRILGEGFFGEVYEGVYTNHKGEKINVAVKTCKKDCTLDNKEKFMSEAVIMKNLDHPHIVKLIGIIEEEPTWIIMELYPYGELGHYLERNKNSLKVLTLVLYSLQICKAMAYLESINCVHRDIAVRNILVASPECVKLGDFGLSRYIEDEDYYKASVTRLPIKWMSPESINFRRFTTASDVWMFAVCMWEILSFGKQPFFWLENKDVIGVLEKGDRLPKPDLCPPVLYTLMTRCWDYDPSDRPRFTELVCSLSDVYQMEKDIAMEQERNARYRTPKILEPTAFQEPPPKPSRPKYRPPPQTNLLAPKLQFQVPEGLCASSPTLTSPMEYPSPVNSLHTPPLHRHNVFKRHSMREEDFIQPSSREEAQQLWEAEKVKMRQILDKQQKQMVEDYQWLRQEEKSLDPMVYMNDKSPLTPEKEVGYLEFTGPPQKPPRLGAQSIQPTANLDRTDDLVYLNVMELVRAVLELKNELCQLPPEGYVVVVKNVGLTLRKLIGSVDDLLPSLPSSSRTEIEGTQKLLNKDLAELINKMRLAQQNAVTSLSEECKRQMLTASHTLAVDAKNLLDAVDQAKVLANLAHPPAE
PTPN22 act = LYP (human) phosphatase activation | recombinant LYP, DiFMUP fluorescence; 0 = plate median, 100 = signal doubled | activation, % at 2 µM | actives 0.11% (n = 96,000) | Q9Y2R2;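 active = activation at 2 µM above a set limit, the mean plus 5 SD, cut at about 37% in these data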
EphB4 antag = antagonists of human EphB4-ephrin-B2 interaction; P54760; EphB4 LBD / TNYL-RAW-Alexa532 peptide, fluorescence polarization; inhibition, % at 7 µM; actives 0.15% (n = 97,000);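 active = inhibition above the screen-wide mean inhibition plus 3 SD, cut at about 15% in these data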;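 note: 0% = DMSO wells and 100% = excess unlabeled TNYL-RAW peptide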
PLK1 inh = blocks human PLK1 kinase activity; P53350; recombinant PLK1 kinase, TR-FRET peptide phosphorylation; inhibition, % at 10 µM; actives 0.53% (n = 97,000);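 active = inhibition of 50% or more in the single-concentration screen; inactive = inhibition below 50%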;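 note: 0% = DMSO max control and 100% = H-89 dihydrochloride min control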
F-actin modifier = alters cytoskeleton assembly in HUVEC cells. HUVEC TNFa F-actin phalloidin imaging, high content. actives 0.18% (n = 91,000). AID 836. inhibition, % at 2 µM;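 active = inhibition above the batch mean plus 3 SD and confirmed as a hit by visual image inspection, cut at about 30% in these data, passing the limit was not always enough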; note: strong numbers were not always called active
Plk1 PBD FP = inhibitors of human Plk1 polo box domain binding; P53350; Plk1 PBD phosphopeptide binding, fluorescence polarization; inhibition, %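 (tested at about 20 µM)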; actives 0.13% (n = 97,000); AID 693; in the data active = inhibition above about 34%, passing the limit was not always enough
* hit, by the source's call; · = no result given.

SMILES	PTPN22 inh 2	HIV Rev-RRE inh	FAK inh	Pyk2 oligo antag	PTPN22 act	EphB4 antag	PLK1 inh	F-actin modifier	Plk1 PBD FP
COc1ccc(-c2ccc(=O)n(CC(=O)Nc3ccc(C(=O)NC4CC4)cc3)n2)cc1OC	10	1	-1	0.36	-9	-4	-9	15	-10
CCS(=O)(=O)N1CCC(C(=O)NCc2ccc(F)cc2Cl)CC1	-4	4	-1	0.29	3	-2	-7	19	1
CCOC(=O)N1CCN(Cc2nc3c(c(=O)n(C)c(=O)n3C)n2Cc2cccc(C)c2)CC1	-9	11	-6	0.76	5	-7	0	0	1
COc1ccccc1-c1cc(C(=O)Nc2cc(C)n(Cc3ccc(Cl)cc3)n2)no1	3	3	1	-0.15	-4	-9	-5	-4	-7
C=CCSc1nnc(NC(=O)CSc2nc3ccccc3o2)s1	-2	4	-1	1.7	2	-3	-10	·	22
C=CCC(=O)OCC(=O)Nc1ccc(Oc2ccccc2)cc1	8	1	-4	·	-10	-2	-7	-9	-33
COc1ccc(Nc2nc(NC(C)(C)C)nc(N3CCCC3)n2)c(OC)c1	2	6	0	-2.7	-1	1	-8	-22	9
CCC(C)NC(=O)COc1ccc(S(=O)(=O)N2CCOCC2)cc1 (stereo not given)	-3	2	-2	0.62	3	-4	-11	-5	2
O=C(NC1CCS(=O)(=O)C1)c1cccc(S(=O)(=O)N2CCOCC2)c1 (stereo not given)	-11	1	0	0.68	5	-2	-4	-25	27
CC(C)CCNC(=O)CN(CC1CCCO1)C(=O)CCC(=O)Nc1ccccn1 (stereo not given)	1	3	1	0.82	-3	6	9	17	11
O=C(O)c1ccc(Br)c(S(=O)(=O)N2CCCC2)c1	-6	6	-4	-0.18	2	4	-10	-9	4
CCOC(=O)C1CCN(S(=O)(=O)c2c(C)n[nH]c2C)CC1	6	3	-1	0.51	-8	-2	-15	-7	8
CCc1ccc(NC(=O)CSC2=C(C#N)C(c3ccc4c(c3)OCO4)CC(=O)N2)cc1 (stereo not given)	2	8	5	-2.6	-5	-2	-3	-4	-12
CCOC(=O)Cn1c(CCC(=O)O)ccc1-c1ccc(F)cc1	-7	2	-3	·	5	-6	-12	8	-3
O=C(O)C1CC(=O)N(C2CCCCC2)C1c1ccccc1 (stereo not given)	4	2	-1	-0.21	-1	-4	-8	-17	-31
COc1ccc(C2C(C(=O)O)CCC(=O)N2c2ccc(OC)cc2)cc1 (stereo not given)	0	8	2	-0.34	3	3	-6	·	6
CCC1CCCCN1C(=O)COC(=O)c1n[nH]c2ccccc12 (stereo not given)	4	8	-1	3.2	-3	1	-11	-3	-14
C/C(=N\NC(=O)c1ccc(F)cc1)c1cccc(NC(=O)c2ccco2)c1	12	5	8	0.78	-10	0	-9	3	-2
Cc1ccc(-c2nnn(CC(=O)N(c3ccccc3F)C(CC(C)C)C(=O)NCC3CCCO3)n2)cc1 (stereo not given)	1	2	4	-0.24	3	-2	-12	3	0
CCOC(=O)CSc1nnc(-c2ccc(S(=O)(=O)N3CCC(C)CC3)cc2)o1	-8	1	-4	0.27	8	-1	-11	1	-1
COc1ccc(CCn2c(C)cc3c(c2=O)C(c2ccncc2)C(C#N)=C(N)O3)cc1OC (stereo not given)	3	8	6	0.4	-5	1	-10	8	-5
O=C(Nc1ccccc1N1CCN(C(=O)c2ccccc2)CC1)c1ccc2c(c1)OCO2	1	4	1	-3.4*	-4	-4	11	-9	40
C/C(=N\NS(=O)(=O)c1ccc(Br)cc1)c1cccs1	-10	1	0	0.46	6	2	-6	·	-3
O=C(c1cc2ccccc2oc1=O)N1CCN(C(=O)C2CCCO2)CC1 (stereo not given)	-1	3	1	-0.48	-4	11	-5	-3	5
CCOC(=O)C1CCCN(C(=O)C2c3ccccc3Oc3ccccc32)C1 (stereo not given)	10	11	-1	0.62	-11	3	-2	27	-6

Among those listed so far, these contain two or more sulfur atoms:
SMILES	PTPN22 inh 2	HIV Rev-RRE inh	FAK inh	Pyk2 oligo antag	PTPN22 act	EphB4 antag	PLK1 inh	F-actin modifier	Plk1 PBD FP
C=CCSc1nnc(NC(=O)CSc2nc3ccccc3o2)s1	-2	4	-1	1.7	2	-3	-10	·	22
O=C(NC1CCS(=O)(=O)C1)c1cccc(S(=O)(=O)N2CCOCC2)c1 (stereo not given)	-11	1	0	0.68	5	-2	-4	-25	27
CCOC(=O)CSc1nnc(-c2ccc(S(=O)(=O)N3CCC(C)CC3)cc2)o1	-8	1	-4	0.27	8	-1	-11	1	-1
C/C(=N\NS(=O)(=O)c1ccc(Br)cc1)c1cccs1	-10	1	0	0.46	6	2	-6	·	-3

Other structures:
SMILES	PTPN22 inh 2	HIV Rev-RRE inh	FAK inh	Pyk2 oligo antag	PTPN22 act	EphB4 antag	PLK1 inh	F-actin modifier	Plk1 PBD FP
Cc1c(C)n(C(=O)CSc2ncn[nH]2)c2ccccc12	-5	0	-3	-0.35	4	7	-2	18	6
O=c1oc(-c2ccccc2)nc2c1cnn2-c1ccccc1	-1	6	3	0.44	1	9	-9	-19	4
O=C(c1ccc(S(=O)(=O)NCC2CCCO2)cc1)N1CCc2ccccc21 (stereo not given)	1	0	-1	1.9	0	-3	-10	-2	6
CCOc1cc(Br)c(C(=O)O)cc1OCC	-14	7	0	-0.35	19	6	2	-9	-4
CN(c1ccccc1C(=O)Nc1ccc2c(c1)OCCO2)S(C)(=O)=O	2	2	0	0.36	-7	-4	-9	6	23
O=C(C1CCCO1)N1CCN(C(c2ccccc2)c2ccccc2)CC1 (stereo not given)	4	4	1	-0.7	0	0	-6	-23	19
CCn1cc(S(=O)(=O)CC(=O)NC2CCCCC2)c2ccccc21	3	3	-2	-0.4	-5	5	-11	-6	-7
CNC(=S)N(Cc1ccc2c(c1)OCO2)C1CC(=O)N(c2ccc(F)cc2)C1=O (stereo not given)	6	2	-2	-0.19	0	-6	1	15	42
COC(=O)c1cc2c(-c3ccccc3)c(C)c3ccccn3c-2c1C(=O)OC	6	-6	-3	0.63	-5	1	-17	-2	-19
CC(C)c1nnc(NC(=O)C2CCCN2S(=O)(=O)c2ccc(Cl)cc2)s1 (stereo not given)	-8	11	8	-1.3	5	5	-9	13	11
CC1CCN(CCC(=O)Nc2ccc3c(c2)CCC3)CC1	-6	-9	-1	0.36	4	2	-11	27	-3
COC(=O)CCC(=O)NNC(=O)c1ccc(Cl)cc1Cl	3	2	4	-0.15	2	-9	-1	-41	28
COc1ccc(-n2nc(C(=O)NCC(=O)N3CCN(C)CC3)c3ccccc3c2=O)cc1OC	1	10	0	-0.18	0	-7	-16	2	0
CC(C)CCNS(=O)(=O)c1ccc(-c2ccc(S(=O)(=O)NCCC(C)C)cc2)cc1	-2	5	0	-0.29	3	2	5	·	-3
O=C(CCc1ccc(S(=O)(=O)N2CCOCC2)cc1)Nc1nc(COc2ccccc2)cs1	6	10	1	-0.82	-3	0	2	10	13
CC(C)NC(=O)c1ccccc1NC(=O)CS(=O)(=O)Cc1ccccc1	6	8	2	0.42	-5	-1	-2	·	9
CC(C)(C)C1CCc2onc(C(=O)NCc3ccc(F)cc3)c2C1 (stereo not given)	3	11	-1	-0.81	-5	-7	-8	3	1
COc1ccc(C)cc1S(=O)(=O)N(CC(N)=O)Cc1ccccc1	6	2	-3	0.82	-6	9	-10	·	5
CCOC(=O)C1=C(c2ccccc2)OC(N)=C(C#N)C1c1ccc(Cl)s1 (stereo not given)	-6	10	12	-1.1	8	-12	15	5	17
Cn1c(=O)c2c(nc(Br)n2Cc2ccccc2Cl)n(C)c1=O	6	-5	-1	3.3	-8	-7	-19	7	16
COc1ccc(C2C(C#N)=C(C)NC3=C2C(=O)c2ccccc23)cc1 (stereo not given)	-5	5	2	0.41	1	-4	-3	-24	-11
CC(=O)NC1C(=O)N=C(SCC(=O)NC2CCCCC2)NC1=O (stereo not given)	-9	6	7	0.7	6	-4	1	-48	-6
CCCCn1c(=O)n(Cc2cccc(F)c2)c(=O)c2c1ncn2Cc1ccco1	3	12	-3	-1.7	-4	-1	5	33	-31
O=C(CN1CCCCC1)Nc1cccc(Cl)c1Cl	3	6	0	0.39	-6	-11	-8	5	31
O=c1c(C(c2ccc(O)cc2)c2c(O)nc3n(c2=O)CCCS3)c(O)nc2n1CCCS2	-4	4	-2	-0.02	8	5	-2	10	12
(further entries)
SMILES	PTPN22 inh 2	HIV Rev-RRE inh	FAK inh	Pyk2 oligo antag	PTPN22 act	EphB4 antag	PLK1 inh	F-actin modifier	Plk1 PBD FP
CCCS(=O)(=O)C(=C(Nc1ccc(OC)cc1)Nc1ccc(OC)cc1)S(=O)(=O)CCC	-2	6	0	-0.83	3	-4	-6	-24	18
Cn1c(=O)c2c(nc(SCC(=O)c3cccs3)n2Cc2ccc(F)cc2)n(C)c1=O	-8	9	-93	-2.4	6	2	-6	-15	-7
COc1ccc2cc(C(=O)OC(C)C)sc(=O)c2c1OC	-2	6	1	-1.6	6	-1	-5	9	6
O=C(CSc1nnc(-c2cccnc2)n1Cc1ccco1)NCc1ccc2c(c1)OCO2	14	4	-2	0.27	-11	-7	-14	-6	-13
COc1ccc2[nH]c(=O)c(CN(Cc3cccs3)Cc3nnnn3C(C)(C)C)cc2c1	3	14	4	1.9	4	3	-11	-3	-1
O=C(CC1(O)C(=O)N(Cc2ccccc2Cl)c2ccccc21)c1ccco1 (stereo not given)	-9	-4	-2	0.15	8	-1	-14	2	-22
CN=C1S/C(=C\c2cc(C)n(-c3ccccc3F)c2C)C(=O)N1C	2	0	21*	-1.3	1	-6	-3	-14	-4
Cc1cc(C)n2nc(SCC(=O)NCc3ccco3)nc2n1	-6	7	-1	0.03	4	7	-8	19	-12
CN1CCN(C(=O)c2cc(-c3cccc(Cl)c3)on2)CC1	-31	-4	0	-0.32	27	-8	-3	-5	7
O=C(Nc1ccc(N2CCOCC2)cc1)NC1CCCCC1	-6	2	-4	-0.08	3	0	1	4	-25
COC(=O)c1ccc(CSc2nc3cc(Cl)ccc3o2)cc1	-9	7	0	1.3	11	5	-5	-1	2
CCOC(=O)C1(C(F)(F)F)N=C(C(F)(F)F)Nc2ccccc21 (stereo not given)	2	3	0	-0.9	-3	3	-7	2	-12
COc1ccccc1NC(=O)CCC(=O)Nc1ccccc1OC	-2	4	-2	0	5	0	-9	-27	23
O=C(OCC#CCSc1nnc(-c2cccc3ccccc23)o1)c1cccs1	7	10	-6	1.6	-7	0	-3	29	11
CN1CC=C2C(C#N)=C(N)C(C#N)(C#N)[C@H](c3ccoc3)[C@H]2C1	-3	42*	3	-0.18	2	-4	16	-2	-32
COc1ccc2nc(SCC(=O)N3CCNC3=O)[nH]c2c1	-2	3	0	-0.73	1	-3	-16	-14	13
O=C(c1ccco1)c1cn[nH]c1-c1ccc(Cl)cc1O	3	9	7	-2	-5	0	20	-4	-24
CCOC(=O)C(NCc1ccccc1OC)(NC(C)=O)C(F)(F)F (stereo not given)	-7	-2	-1	-0.19	3	-7	-15	-6	13
CCN(C(=O)CSc1ccc2c(c1)OCCO2)C1CCS(=O)(=O)C1 (stereo not given)	0	7	4	0.08	-4	5	-8	-26	-10
O=C(CNC(=O)Cn1ccc2ccccc2c1=O)NCCCN1CCN(c2cccc(Cl)c2)CC1	-1	3	-2	0.1	5	2	-10	16	-12
CCN1CCCC1CNC(=O)C(NC(=O)C1CCC(C)CC1)C(C)C (stereo not given)	2	3	0	1.9	-4	6	-1	-8	8
O=C(Cn1ncc2c(=O)oc3ccccc3c21)NCCCN1CCCC1=O	-12	0	-8	·	10	-9	4	-8	0
Cc1occc1-c1nnc(SCC(=O)Nc2ccccc2N2CCCCC2)n1C	-6	7	4	0.07	6	14	-15	-16	9
O=C(CN1CCN(CCOCCO)CC1)N1c2ccccc2Sc2ccc(Cl)cc21	-2	5	-2	0.84	0	-2	-10	14	-16
CCc1c(C)nc(Nc2nc(C)c3cc(OC)ccc3n2)[nH]c1=O	2	-2	3	-0.45	-3	4	9	-26	-25
